SIAH1 antagonists: blockers of Siah-1 interaction with plectin peptide – biochemical, fluorescence polarization, rhodamine-plectin, uHTS, primary screen (AID 1817); 0.02% of 290,000 active; displacement, % at 20 µM; hits with a dose series show IC50 in µM; Siah-1 / rhodamine-plectin peptide fluorescence polarization; higher % means a stronger effect;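 active means displacement of at least 50% at 20 µM, with a fluorescence ratio check between 0.3 and a set limit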;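 further: plate controls were Siah plus tracer with DMSO for no effect and tracer alone without Siah for full effect; strong numbers were not always called active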
K1F lysis inhibition: inhibition of K1F phage lysis, E. coli UTI89, bacterial capsule biogenesis inhibitors, alamar blue (AID 488966). 0.02% of 340,000 active. inhibition, % at 100 µM, or IC50 in µM where a hit was titrated. E. coli UTI89 K1F phage lysis, alamar blue, 2 h; higher % means a stronger effect;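 active means phage lysis inhibition, versus mean bacterial control, above a set limit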;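 further: capsule biogenesis inhibitors block K1F phage lysis so surviving cells raise fluorescence; higher fluorescence means more inhibition of phage lysis; actives were called in the ten point dose series up to 300 µM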
Hep lipid drop: hepatic lipid droplet formation modulation. inhibition, % at 6.5 µM. AML12 mouse hepatocytes, oleate lipid droplets, BODIPY imaging. 0.4% of 240,000 active;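 active means lipid droplet intensity inhibited by at least 50%, with more than 500 cells counted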
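Assay system: AML12 mouse liver cells | Compound dosing: One dose, 6.5 µM compound | Read-out basis: Droplet intensity reduction, % inhibition | Measured by: Fluorescence imaging, 20x objective, two fields per well | Schedule: Overnight treatment with compound plus oleate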
Hep lipid drop cells 6.5 µM: also measured in Hep lipid drop; calls as there; cell count; measured here: cell count, cytotoxicity flag;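 cells counted across two imaged fields per well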
The depositor's hits bear a star; [ ] = remark or other dose. Some of the compounds tested. The share of hits here may be higher or lower than overall.

Start of the data: the first three records (preview)
canonical_smiles,SIAH1 antagonists,K1F lysis inhibition,Hep lipid drop,Hep lipid drop cells 6.5 µM
Cc1ccccc1CN1C(=O)c2ccccc2Sc2ccc(C(=O)NCCCN3CCOCC3)cc21,1.4%,-0.1%,-2.1,727
COc1ccc(CCNC(=O)c2cc(S(=O)(=O)N3CCOCC3)cn2C)cc1OC,-4.5%,6.0%,-12.8,674
O=C(COc1ccc(S(=O)(=O)NCc2ccccc2)cc1Cl)NCc1ccncc1,6.2%,1.3%,-5.5,737

The whole of this part, previewed entries included:
canonical_smiles,SIAH1 antagonists,K1F lysis inhibition,Hep lipid drop,Hep lipid drop cells 6.5 µM
Cc1ccccc1CN1C(=O)c2ccccc2Sc2ccc(C(=O)NCCCN3CCOCC3)cc21,1.4%,-0.1%,-2.1,727
COc1ccc(CCNC(=O)c2cc(S(=O)(=O)N3CCOCC3)cn2C)cc1OC,-4.5%,6.0%,-12.8,674
O=C(COc1ccc(S(=O)(=O)NCc2ccccc2)cc1Cl)NCc1ccncc1,6.2%,1.3%,-5.5,737
C/C(=N\Nc1cc(N2CCCCC2)nc(C)n1)c1ccc(Br)cc1,-5.7%,-1.1%,-11.2,850
CCOCCCNC(=O)c1cn(CC)c2ccc(S(=O)(=O)N3CCOCC3)cc2c1=O,-5.7%,0.4%,-12.8,729
CCn1c(CSc2nnc(-c3ccncc3)n2C)nc2cc(C(=O)O)ccc21,59.5%,-0.1%[50 µM],3.6,642
O=C(NC1CCSc2ccccc21)c1cccc([N+](=O)[O-])c1 (stereo not given),-4.1%,2.1%[50 µM],-0.7,862
c1ccc(CNc2nc(-c3ccccc3)nc3ccccc23)cc1,1.0%,0.2%,-9.5,747
Cc1cc(=O)oc2cc(NC(=S)NNC(=O)c3c(Cl)cnn3C)ccc12,4.7%,-0.2%,-7.7,630
O=S(=O)(Nc1cccnc1Cl)c1ccc(-c2ccccc2)cc1,-5.8%,0.0%,-2.2,854
COn1c(-c2ccc(Cl)cc2)nc2ncccc21,7.4%,0.0%,0.9,861
C=CCc1ccc(OCCn2nnc3ccccc32)c(OC)c1,-1.6%,0.1%,-93.7,801
CC(=O)Nc1ccc(NS(=O)(=O)c2ccc3c(c2)oc(=O)n3C)cc1,-2.1%,-1.1%,-0.4,796
CCN1C(=NCCOC)N[C@@H](c2cccc(F)c2)C(C(=O)OC)=C1C,-3.3%,0.2%,2.3,782
Cc1ccc(N2CC(C(=O)NC3CC3)CC2=O)cc1 (stereo not given),0.9%,0.5%,-15.9,764
Cc1ccc(C(=O)N/C(=C\c2ccco2)C(=O)N2CCOCC2)cc1C,-6.0%,1.1%[50 µM],-19.1,649
O=C(c1ccco1)N(Cc1ccc(Cl)cc1)C1CCS(=O)(=O)C1 (stereo not given),-1.6%,0.2%,17.6,703
COc1ccccc1CNC(=O)COC(=O)c1cccc(S(=O)(=O)N2CCCC2)c1,-3.7%,2.4%[50 µM],-3.4,678
CCOc1ccc(C(=O)Oc2cc(C)[nH]c(=O)c2[N+](=O)[O-])cc1,0.2%,-1.6%,-4.7,715
O=C(CN1CCN(c2ccccc2F)CC1)NCc1ccccc1,-3.1%,-1.7%,1.3,854
Cc1cc(=O)[nH]c(N/N=C/c2ccc(F)cc2)n1,0.8%,0.6%[50 µM],-4.4,808
CCOC(=O)N1CCN(C(=O)c2cn(C)c3ccc(S(=O)(=O)N4CCOCC4)cc3c2=O)CC1,-2.3%,0.4%,-3.7,684
COCCNC(=O)C(c1ccc(F)cc1)N(C(=O)CCC(=O)Nc1ccccn1)c1cccc(C)c1 (stereo not given),-0.2%,0.3%,-1.2,783
Cc1ccc(S(=O)(=O)NC(=O)N(CCC#N)Cc2ccccc2)cc1,4.0%,0.0%,-2.2,738
Cc1ccc(CNC(=O)C2CCCN(c3cnccn3)C2)cc1 (stereo not given),1.8%,0.1%,3.3,792
CCCCN(C)CC(O)Cn1cc(/C=C/C(=O)c2ccc(C)cc2)c2ccccc21 (stereo not given),-3.8%,1.9%[50 µM],-5.5,792
CSc1ccc(CCNC(=O)C2CCCN(c3ncnc4c3nc3n4CCCCC3)C2)cc1 (stereo not given),0.2%,0.2%,-9.4,753
Cc1cccc(CCNC(=O)c2cc(S(=O)(=O)N3CCCC3)cn2C)c1,1.4%,1.8%,-1.2,695
COc1ccc(OC)c(CCNC(=O)CCC(=O)N2CCOc3ccc(C)cc32)c1,-0.6%,3.4%,21.4,801
COc1ccccc1CN1CC(C(=O)NCc2cccc(C)n2)CCC1=O (stereo not given),6.5%,-0.2%,-3.9,678
CCCC(C)NC(=O)CN1C(=O)c2cccc3cccc1c23 (stereo not given),1.7%,-1.8%,-11.1,794
C=CCNC(=O)c1cnn(-c2ccccc2)c1-c1ccccc1,-5.0%,0.0%,-7.6,726
CCOC(=O)N1CCN(C(=O)c2ccc(Cn3c(=S)[nH]c4ccc(Br)cc4c3=O)cc2)CC1,14.3%,-0.1%,-26.5,672
Cc1cc(C)c(NS(=O)(=O)c2c(C)noc2C)c(C)c1,-2.4%,0.6%,-3.9,767
COc1ccc(S(=O)(=O)N2CCOC2CNC(=O)C(=O)NCCN2CCOCC2)cc1OC (stereo not given),1.2%,-0.1%[50 µM],-6.7,659
COC(=O)C1=C(C)N(C)C(=O)NC1c1c(OC)ccc2ccccc12 (stereo not given),3.9%,0.0%,-10.6,714
O=C(NCc1ccc(F)c(F)c1)C1CCC(=O)N(CC2CCCCC2)C1 (stereo not given),7.3%,0.0%,-7.2,668
O=C(NCC(=O)c1ccccc1)OCc1ccc([N+](=O)[O-])cc1,-0.2%,-2.3%,-8.8,789
Cc1cc(NC(=O)CSc2nc3c(c(=O)n2C)SCC3)no1,1.6%,0.2%,2.0,835
CC1(C(=O)N(CC(=O)NC2CCCC2)Cc2ccccc2)CC(=O)N=C2C=CC=CN21 (stereo not given),-0.4%,0.3%,1.9,726

Whole records from above.
CCOC(=O)N1CCN(C(=O)c2ccc(Cn3c(=S)[nH]c4ccc(Br)cc4c3=O)cc2)CC1 is entered as SIAH1 antagonists = 14.3%; K1F lysis inhibition = -0.1%; Hep lipid drop = -26.5; Hep lipid drop cells 6.5 µM = 672
Cc1ccc(CNC(=O)C2CCCN(c3cnccn3)C2)cc1 (stereo not given) is entered as SIAH1 antagonists = 1.8%; K1F lysis inhibition = 0.1%; Hep lipid drop = 3.3; Hep lipid drop cells 6.5 µM = 792

Carrying on:
canonical_smiles,SIAH1 antagonists,K1F lysis inhibition,Hep lipid drop,Hep lipid drop cells 6.5 µM
O=S(=O)(Nc1cccc(-c2ccc(N3CCCCCC3)nn2)c1)c1ccccc1Cl,-3.8%,0.2%,13.1,691
CCOCCc1nnc(NC(=O)CCc2ccccc2)s1,-2.5%,-0.3%[50 µM],-2.5,831
CC(=O)NC(Cc1ccccc1F)C(=O)NC1CCN(C(=O)NCc2ccccc2)CC1 (stereo not given),3.0%,0.0%,1.5,849
COc1ccccc1CN1CCN(C(=O)c2ccco2)CC1,13.7%,-1.6%,-0.5,790
COc1ccc(C(=O)CC(=O)C(=O)Nc2c(C)cccc2C)cc1,7.9%,0.1%,18.5,755
Cc1cc(OCC(=O)NCCCN2CCOCC2)c2c(C)c(C)c(=O)oc2c1,-0.9%,0.2%,-8.4,740
COCCCOc1ccnc(CS(=O)c2nc3ccccc3[nH]2)c1C (stereo not given),-6.3%,4.0%,5.1,738
CCc1cc2ccc(C)cc2nc1SCC(=O)NC1CCCC1,4.6%,0.0%,-1.9,806
O=C1NC(=O)/C(=C\c2ccc(OCc3ccccc3)cc2)S1,4.3%,8.1%,13.7,751
CC(Nc1nc(-c2ccncc2)nc2ccccc12)c1ccccc1 (stereo not given),-3.3%,1.0%[50 µM],-0.9,834
COc1cc(OC)cc(N(C(=O)c2snc(C(N)=O)c2N)C(C(=O)NCC2CCCO2)c2ccc(C)o2)c1 (stereo not given),-0.3%,-1.1%,6.9,760
Cc1ccc(C(=O)N2CCCC(CCC(=O)N3CCN(c4ccccn4)CC3)C2)cn1 (stereo not given),4.1%,0.1%,-2.9,782
COc1ccc(C(=O)C=CNNC(=O)c2ccc(Cl)cc2)cc1,-9.4%,-0.3%,6.5,822
COc1ccc(C(c2c(C)n(C)n(-c3ccccc3)c2=O)c2c(C)n(C)n(-c3ccccc3)c2=O)cc1,4.1%,-0.1%,6.2,741
CCOc1ccc(C(C)NC(=O)c2ccccc2OCc2c(C)noc2C)cc1OCC (stereo not given),-3.5%,0.1%[50 µM],8.7,875
Cc1nn(C(=O)Cn2ccc([N+](=O)[O-])n2)c(C)c1Cl,3.4%,0.3%,-4.5,840
Cn1c(=N)n(CC(=O)c2ccc(Cl)c(Cl)c2)c2ccccc21,-2.3%,4.2%,-13.5,789
CN(C)c1ccc(/C=N/N(CCO)C2=NS(=O)(=O)c3ccccc32)cc1,0.5%,0.0%,-2.0,824
CSc1ccccc1OCc1cc(C(=O)N2C[C@H]3CC[C@H]2C3)no1,-3.2%,0.0%,-1.1,867
O=C(N/N=C/c1cccc(Oc2ccccc2)c1)c1ccc(O)cc1O,3.5%,-0.3%[50 µM],-15.2,801
CCCCN(C)CCCNC(=O)CN1N=C(c2ccc(Cl)cc2)CCC1=O,-1.9%,-0.2%,-2.1,833
C[C@H](NC(=O)[C@@H]1Cc2ccccc2CN1C(=O)OC(C)(C)C)C(=O)NC1CCCCC1,3.7%,0.2%,10.0,760
COc1c2ccccc2nc2ccccc12,1.6%,1.2%,-4.7,835
CN1C(=O)/C(=C/c2ccc(OCc3ccccc3F)cc2)N(C)C1=S,13.4%,0.2%,4.3,805
O=C(CSc1nc2ccc(NC(=O)c3ccccc3C(=O)O)cc2s1)Nc1c(Cl)cccc1Cl,-4.3%,-0.3%,6.5,821
COc1nc(NCCO)nc(Nc2cc(Cl)ccc2OC)n1,6.4%,0.4%,3.7,827
Oc1ccc(N2CCN(CC(O)c3ccccc3)CC2)cc1 (stereo not given),14.1%,2.2%,2.9,824
CC(C)NC(=O)NC(=O)CN1c2cccc3cccc(c23)S1(=O)=O,-1.3%,-0.2%,9.2,831
O=C(Nc1ccc(F)c(Cl)c1)c1cc(-c2ccco2)on1,9.2%,0.1%,3.5,763
COc1cccc(NC(=O)CN(C)C(=O)c2c(-c3ccccc3)noc2C)c1,2.0%,1.2%[50 µM],-13.7,665
Cc1cccc(OC(C)C(=O)Nc2ccc(S(=O)(=O)N3CCCC3)cc2)c1 (stereo not given),41.2%,-0.3%,10.4,783
CC(=O)c1ccc(NC(=O)c2cc3ccccc3o2)cc1,-1.8%,0.2%,-14.5,739
CCC(Cc1ccccc1)NC(=O)c1ccc2nc(N3CCOCC3)sc2c1 (stereo not given),-0.2%,-0.2%,-6.1,732
Cc1ccc2c(c1)cc(C(=O)N[C@@H](Cc1ccccc1)C(=O)O)n2C,3.6%,0.6%[50 µM],6.5,837
COc1cccc(CNC(=O)CCS(=O)(=O)c2ccc3c(c2)NC(=O)CS3)c1,10.3%,0.1%,-5.5,736
O=C(c1ccc(-c2ccccc2)cc1)N1CCN(c2ccccc2)CC1,1.6%,0.5%,-4.4,795
COc1ccc(CCNC(=O)c2ccc(COc3ccccc3OC)o2)cc1,7.0%,0.5%,-1.9,859
CC(c1ccccc1)n1c(-c2ccc(Cl)cc2)n[nH]c1=S (stereo not given),0.1%,-0.1%,0.7,827
Cc1ccc(N2C(=O)C3CCCN3C2=S)cc1Cl (stereo not given),-4.8%,0.5%,-5.7,813
CCN(CC)CCNC(=O)CN1C(=O)COc2ccc(S(=O)(=O)N3CCOCC3)cc21,15.2%,-0.1%,-6.7,700
Cc1cccc(NC(=O)N2C3CCCC2CC(NC(=O)C2CC2)C3)c1 (stereo not given),2.5%,-0.2%,12.8,728
Cc1cccc(C)c1OCc1cc(C(=O)NCC2CC2)no1,-0.6%,0.2%,-12.0,653
CCOc1ccccc1NC(=O)CN1CCC(C(=O)c2ccc(F)cc2)CC1,0.1%,0.1%,-3.9,704
COc1ccc(-c2cc(C)no2)cc1S(=O)(=O)N1CC(=O)Nc2ccccc21,-4.0%,0.4%,-2.0,785
CC(C)(C(=O)O)c1ccc(C(O)CCCN2CCC(C(O)(c3ccccc3)c3ccccc3)CC2)cc1 (stereo not given),-3.7%,2.1%,-14.1,718
O=S(=O)(Nc1ccccc1)c1cccc2nonc12,-6.2%,0.7%[50 µM],-2.3,837
O=C(Cc1ccc(Br)cc1)Nc1ccc(S(=O)(=O)N2CCCC2)cc1,1.6%,0.0%,5.2,674
COc1ccc(C(=O)Nc2ccccc2C(=O)N2CCCCCC2)cc1,-7.2%,0.2%,-3.7,807
COc1ccc(C(=O)Nc2ccc(S(=O)(=O)Nc3cnc4ccccc4n3)cc2)cc1,1.5%,1.0%,3.9,829

Bioassay records (PubChem)
